Source: PubChem
All columns: NCI-60 one-dose screen, growth in % after 48 h at 10 µM unless noted; 100 = growth as untreated, 0 = no growth, -100 = all killed.
NCI-H460: NCI-H460 lung cancer; 82,000 compounds, 6.8% hits
OVCAR-5: OVCAR-5 ovarian cancer. 82,000 compounds, 2.9% hits
NCI-H226: NCI-H226 lung cancer; 79,000 compounds, 3.5% hits; AID 1794732
NCI-H23: NCI-H23 lung cancer | 80,000 compounds, 4% hits | AID 1794731
NCI-H322M: NCI-H322M lung cancer. AID 1794733. 80,000 compounds, 2.7% hits
OVCAR-3: OVCAR-3 ovarian cancer | 79,000 compounds, 7% hits | AID 1794787
OVCAR-8: OVCAR-8 ovarian cancer; 81,000 compounds, 4.4% hits
NCI/ADR-RES: NCI/ADR-RES ovarian cells. 81,000 compounds, 4.4% hits. AID 1794790
NCI-H522: NCI-H522 lung cancer | 78,000 compounds, 8% hits
Active calls of the source: *; · = no result given; [ ] = remark or other dose. Rule for the calls: active = growth percent below 10; inactive = the rest.

Results follow in this order: NCI-H460, OVCAR-5, NCI-H226, NCI-H23, NCI-H322M, OVCAR-3, OVCAR-8, NCI/ADR-RES, NCI-H522
1	COc1ccc2[nH]c(=O)c(CSc3ccccc3Nc3nccc(-c4ccc5ccccc5c4)n3)cc2c1
→ 101, 111, 88, ·, 102, 107, 96, 102, 94
2	COc1ccc(NC(N)=NCCCOc2ccc(F)cc2)cc1
→ 101, 92, 91, 64, 88, 100, 94, 99, 85
3	COc1ccc(C2c3cccn3-c3ccccc3N2C(C)=O)cc1OC (centres undefined)
→ 100, 106, 104, 100, 78, 109, 106, 103, 109
4	O=C(O)C(=O)Cc1ccccc1[N+](=O)[O-]
→ 121, 107, 117, 108, 135, 108, 114, 106, ·
5	C[C@@H](C[C@H](CCO)c1ccccc1)c1cc2ccccc2o1
→ 95, 86, 88, 99, 100, 103, 97, 102, 92
6	c1ccc2c(c1)OC1OC2Oc2ccccc21
→ 99, 103, 94, 98, 104, 101, 104, 96, 87
7	C/C(=N\NC(=O)c1cc(O)c(O)c(O)c1)c1cccnc1
→ 105, 111, 99, 101, 95, 103, 98, 102, 75
8	CC(O)(C(N)=O)c1ccccc1 (centres undefined)
→ 110, 103, 105, 98, 87, 109, 108, 101, 92
9	NC(N)=NCCC[C@@H](NC(=O)[C@@H](Cc1ccccc1)NC(=O)Cc1ccc(Cl)cc1)C(=O)NCC(=O)NCc1cn(CCNC(=O)CCC(F)(F)C(F)(F)C(F)(F)C(F)(F)C(F)(F)C(F)(F)C(F)(F)C(F)(F)F)nn1
→ 96, 90, 98, 97, 91, 102, 95, 101, 91
10	Cc1ccc(O)c(-n2nc3ccccc3n2)c1
→ 105, 99, 93, 103, 98, 95, 109, 111, 85
11	CC(=O)/C(C)=C\C1C(C)=CCCC1(C)C (centres undefined)
→ 112, 99, 111, ·, 103, 114, 100, 109, 93
12	Cc1ccn2c(NC3CCCCC3)c(-c3ccc(C)o3)nc2c1
→ 99, 101, 91, 89, 95, 105, 90, 90, 67
13	O=[N+]([O-])c1ccccc1NCCO
→ 109, 100, 105, 98, 102, 108, 103, 108, 99
14	Cc1cc(C)c(/C=C2\C(=O)Nc3c2ccc(Cl)c3Cl)[nH]1
→ 97, 89, 93, 80, 111, 100, 95, 101, 88
15	COc1cc2c(cc1OCCCN1CCN(CCCn3c4ccccc4c4ccccc43)CC1)N=C[C@@H]1CCCN1C2=O
→ -97*, 3.9*, -80*, -31*, -66*, -91*, -6.5*, 1.7*, -27*

A draw from above in order of number of heavy atoms, ascending:
Results follow in this order: NCI-H460, OVCAR-5, NCI-H226, NCI-H23, NCI-H322M, OVCAR-3, OVCAR-8, NCI/ADR-RES, NCI-H522
8	CC(O)(C(N)=O)c1ccccc1 (centres undefined)
→ 110, 103, 105, 98, 87, 109, 108, 101, 92
13	O=[N+]([O-])c1ccccc1NCCO
→ 109, 100, 105, 98, 102, 108, 103, 108, 99
10	Cc1ccc(O)c(-n2nc3ccccc3n2)c1
→ 105, 99, 93, 103, 98, 95, 109, 111, 85
14	Cc1cc(C)c(/C=C2\C(=O)Nc3c2ccc(Cl)c3Cl)[nH]1
→ 97, 89, 93, 80, 111, 100, 95, 101, 88
2	COc1ccc(NC(N)=NCCCOc2ccc(F)cc2)cc1
→ 101, 92, 91, 64, 88, 100, 94, 99, 85
1	COc1ccc2[nH]c(=O)c(CSc3ccccc3Nc3nccc(-c4ccc5ccccc5c4)n3)cc2c1
→ 101, 111, 88, ·, 102, 107, 96, 102, 94
9	NC(N)=NCCC[C@@H](NC(=O)[C@@H](Cc1ccccc1)NC(=O)Cc1ccc(Cl)cc1)C(=O)NCC(=O)NCc1cn(CCNC(=O)CCC(F)(F)C(F)(F)C(F)(F)C(F)(F)C(F)(F)C(F)(F)C(F)(F)C(F)(F)F)nn1
→ 96, 90, 98, 97, 91, 102, 95, 101, 91

Further structures
Results follow in this order: NCI-H460, OVCAR-5, NCI-H226, NCI-H23, NCI-H322M, OVCAR-3, OVCAR-8, NCI/ADR-RES, NCI-H522
16	CCN(CC)Cc1cc(Nc2ccnc3ccc(OC)cc23)ccc1O
→ 20, 55, 56, 56, 38, 51, 28, 36, -1.7*
17	COc1ccc(Nc2ncc3c(n2)CCc2cnc(C)nc2-3)cc1
→ 101, 98, 88, 82, 91, 109, 100, 92, 83
18	CCOC(=O)N(C)c1ccccc1
→ 100, 97, 108, 98, 94, 118, 102, ·, 119
19	Cc1cc(C)c(C)c(O)c1
→ 116, 111, 107, 107, 100, 123, 119, 110, ·
20	CCn1cc(C(=O)NNC(=S)Nc2ccc(OC)cc2)c(=O)c2ccc(C)nc21
→ 97, 93, 87, 97, 80, 93, 94, 95, 90
21	Cn1c(=O)c2[nH]c(SC/C(=N/O)c3ccc(Cl)cc3)nc2n(C)c1=O
→ 107, 109, 98, 105, 110, 108, 99, 105, 97
22	CN1CCN(c2nc(SCc3ccc([N+](=O)[O-])cc3)nc(-c3ccc(F)cc3)c2C#N)CC1
→ 99, 83, 97, 80, 74, 94, 88, 75, 79
23	COc1cc(-c2nc3occn3c2-c2ccnc(NCCNS(=O)(=O)c3ccc(Cl)cc3)n2)ccc1F
→ 89, 118, 73, 92, 92, 114, 85, 82, 66
24	CCCCCNc1ccc(C#N)c(OCCN2CCCCC2C)c1 (centres undefined)
→ 102, 100, 90, 90, 98, 86, 94, 95, 78
25	CCN1C(=O)N(CC)C2C1NN=c1s/c(=C3\C(=O)N(CC(C)C)c4ccccc43)c(=O)n12 (centres undefined)
→ 5.4*, 30, 61, 31, 58, 5.7*, 9.3*, 5.7*, -2.7*
26	S=c1[nH]cc[nH]1
→ 110, 108, 105, ·, ·, 108, 109, 118, 93
27	Oc1ccccc1/C=N/Nc1ccc2ccccc2n1
→ 27, 81, 83, 45, 31, 8.8*, 33, 23, -9.1*
28	CCCCCCCCCCCCCCCCSc1ccc(S(=O)(=O)N(C)C)cc1C(=O)O
→ 112, 103, 116, 105, 105, 108, 94, 103, 92
29	NNCCc1ccc(NC(=O)CCCc2ccccc2)cc1
→ 105, 98, 90, 96, 101, 121, 93, 104, 70
30	CCCCOC(=O)c1cccc(C(=O)OCCCC)n1
→ 115, 100, 103, 110, 111, 114, 92, 107, 104
31	CC[C@@](C)(NC(=O)C(C)(C)NC(=O)[C@@H](NC(=O)[C@@H]1CCCN1C(=O)C(C)(C)NC(=O)[C@H](CC(C)C)NC(=O)CNC(=O)C(C)(C)NC(=O)[C@@H](NC(=O)C(C)(C)NC(=O)[C@H](CCC(N)=O)NC(=O)[C@H](C)NC(=O)C(C)(C)NC(=O)[C@H](C)NC(=O)C(C)(C)NC(=O)[C@@H]1CCCN1C(=O)C(C)(C)NC(C)=O)C(C)C)C(C)C)C(=O)N[C@@H](CCC(N)=O)C(=O)N[C@@H](CCC(N)=O)C(=O)N[C@H](CO)Cc1ccccc1
→ 39[4.25 µM], 45[4.25 µM], 61[4.25 µM], 15[4.25 µM], 58[4.25 µM], 15[4.25 µM], 95[4.25 µM], 100[4.25 µM], -1.0*[4.25 µM]
32	N#Cc1c(NC(=O)c2ccco2)[n+]([O-])c2cc(Cl)c(Cl)cc2[n+]1[O-]
→ 109, 87, 106, 86, 121, 109, 100, 89, ·
33	CCOCC(C)(COC(C)=O)CC(C)(COC(C)=O)CC(C)COC(C)=O (centres undefined)
→ 101, 107, 100, 113, 84, 121, 103, 107, ·
34	COc1ccc(-c2c(Nn3cnnn3)no[n+]2[O-])cc1
→ 39, 86, 83, 59, 63, 47, 46, 55, -14*
35	COc1ccc(-c2c(N)n[nH]c2-c2ccc(Cl)cc2O)cc1
→ 95, 88, 94, 73, 91, 94, 89, 64, 83
36	CC1(C)C=Cc2c(cc3occ(-c4ccc(O)cc4)c(=O)c3c2O)O1
→ 111, 112, 99, 103, 105, 99, 100, 99, ·
37	COc1ccccc1/C=N/NC(=O)COc1ccc(NC(=O)Nc2ccc(Cl)cc2)cc1
→ 104, 94, 106, 101, 96, 120, 102, 107, 97
38	CCN(CC)CCCNC(=O)c1ccc(N)cc1
→ 103, 97, 101, 101, 95, 111, 106, 102, 101
39	CC(C)(C)OC(=O)c1ccccc1
→ 106, 109, 99, 95, 90, 103, 113, 99, 93
40	COc1ccc(/C=C2\Cc3c(F)ccc(Br)c3C2=O)cc1OC
→ 100, 100, 98, ·, 96, 104, 94, 101, 92
41	Cc1ccc(C(=O)N/N=C/c2cccs2)cn1
→ 99, 105, 95, 106, 106, 118, ·, 108, 82
42	C/C(=N\Nc1ncc(-c2ccccc2)s1)c1cc2ccccc2o1
→ 99, 106, 99, 91, 92, 101, 106, 100, 85
43	Oc1ccccc1N=Cc1c(O)ccc2ccccc12
→ 81, 87, 87, 88, 83, 64, 98, 57, 81
44	COc1ccc(C(=O)c2c(N)c(C#N)cn2-c2ccc([N+](=O)[O-])cc2)cc1
→ 108, 107, 102, 103, 100, 122, 89, 98, 85
45	O=C(O)c1cccc2oc(-c3ccccc3O)nc12
→ 25, 75, 63, 54, 59, 15, 32, 20, 31
46	CCC(C)(O)C#CC#CC(C)(O)CC (centres undefined)
→ 107, 104, 106, 98, 125, 122, 109, 107, 92
47	O=C1CCc2ccccc2N1
→ 110, 103, 104, 99, 88, 102, 105, 101, 101
48	Cc1cc(=O)oc2cc(OCCCOc3ccc(/C=C/C(=O)N4CCOCC4)cc3)ccc12
→ 97, 110, 87, 110, 103, ·, 90, 92, 92
49	Cc1cc(NNc2cc(Br)cc(Br)c2)cc(C)c1Cl
→ 99, 97, 92, 90, 89, 92, 94, 97, 78
50	CC1(C)CC(=O)C([C@H](c2ccc(Cl)cc2)N2c3ccccc3Sc3ccccc32)C(=O)C1
→ 104, 89, 94, 82, 100, 97, 96, 84, 86
51	O=C(O)CC(c1ccccc1)C(C(=O)O)c1ccccc1 (centres undefined)
→ 107, 98, 98, 109, 101, 110, 111, 107, 96
52	COc1coc(CO)cc1=O
→ 109, 119, 110, 116, 126, 107, 112, 115, 104
53	COc1ccc(C2CC(c3cc(OC)c(OC)c(OC)c3)=NN2)cc1 (centres undefined)
→ 52, 98, 93, 87, ·, 35, 100, 68, 53
54	NNc1ccccc1[N+](=O)[O-]
→ 99, 103, 92, 87, 95, 95, 98, 99, 92
55	O=C(Nc1ccc(F)cc1)Nc1ccccc1CNc1nc(Nc2ccc(OCCN3CCCC3)cc2)ncc1Cl
→ 9.8*, 17, 99, 61, 89, -43*, 23, 44, 37
56	COc1ccc(C2NC(=O)C(Cl)c3c2sc2c(F)cccc32)c(OC)c1 (centres undefined)
→ 101, 103, 86, 98, 105, 102, 101, 106, 91
57	Cc1[nH]ncc1NC(=O)c1cncc(C#Cc2cnc3ccc(OCC4(C)COC4)nn23)c1
→ 94, 140, 95, ·, 113, 101, 99, 111, 106
58	Cc1cccc(NCS(=O)(=O)O)c1
→ 105, 107, 97, 99, 106, 116, 89, 105, 91
59	O=Cc1cn(S(=O)(=O)c2ccc3ccccc3c2)c2ccccc12
→ 98, 97, 67, 47, 92, ·, 86, 70, 95
60	CSC(=N\N=C\c1ccc2c(c1)OCO2)/N=C/N(C)C
→ 113, 108, 95, 102, 105, 98, 97, 100, 93

The final 3 compounds of the section before are carried over, then new ones follow.
Results follow in this order: NCI-H460, OVCAR-5, NCI-H226, NCI-H23, NCI-H322M, OVCAR-3, OVCAR-8, NCI/ADR-RES, NCI-H522
58	Cc1cccc(NCS(=O)(=O)O)c1
→ 105, 107, 97, 99, 106, 116, 89, 105, 91
59	O=Cc1cn(S(=O)(=O)c2ccc3ccccc3c2)c2ccccc12
→ 98, 97, 67, 47, 92, ·, 86, 70, 95
60	CSC(=N\N=C\c1ccc2c(c1)OCO2)/N=C/N(C)C
→ 113, 108, 95, 102, 105, 98, 97, 100, 93
61	CC(c1ccccc1)C(C)(C)O (centres undefined)
→ 120, 104, 111, 101, 103, 121, 105, 110, 89
62	C#CC(NC(C)(C)CC(C)(C)C)C(C)C (centres undefined)
→ 97, 100, 93, 111, 110, 99, 102, 107, ·
63	Cc1cc(CCCC(=O)O)c(C)s1
→ 93, 114, 106, 97, 125, 85, 90, 105, 115
64	O=C(Cn1nnc2ccccc21)N/N=C/c1ccccc1F
→ 104, 108, 86, 105, 94, 108, 95, 109, 85
65	CCOC(=O)c1sc(SSc2nc(C)c(C(=O)OCC)s2)nc1C
→ 107, 112, 106, 109, 105, 116, 98, 101, 79
66	O=C(O)/C=C/C(=O)Nc1ccc(I)cc1
→ 106, 112, 99, 106, 100, 109, 103, 112, ·
67	O=C1NC(=S)N/C1=C\c1ccco1
→ 107, 102, ·, 97, 93, 119, 97, 105, ·
68	CCCC#CCN(CC)CC
→ 107, 112, 107, 111, 108, 117, 100, 114, 98
